From PubChem
NSD2 HMT inh – blocks human histone methyltransferase NSD2. NSD2 peptide methylation, AlphaScreen, 120 min. inhibition, % at 12.5 µM. 0.54% of 310,000 active. AID 743445; in the data active = inhibition above about 50%
MITF act – activators of MITF-driven TRPM1 promoter activity in SK-MEL-5 cells | SK-MEL-5 TRPM1-promoter luciferase, 24 h; % of positive control, neutral wells = 0 | activation, % at 12.5 µM | 0.75% of 300,000 active | AID 588334;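 active = mean activation of at least 80% with every replicate also reaching 80%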;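 note: 0% = neutral control wells and 100% = parthenolide positive control wells; values of inactives mirror those of a sister screen read the other way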
SR-BI DiI inh – mouse SR-BI HDL lipid transfer inhibition. Q61009. ldlA[mSR-BI] CHO cells, DiI-HDL uptake fluorescence, 3 h. inhibition, % at 12.5 µM. 0.96% of 320,000 active. AID 488896;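 active = mean replicate inhibition of at least 70% and a set share of replicates each scoring 70 or more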;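 note: 0% = median of neutral control wells and 100% = median of positive control wells; values of inactives mirror those of a sister screen read the other way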
HTR5A inv ctr – counter-screen for OPRM1-OPRD1 inverse agonists: human HTR5A inverse agonism; inhibition, % at 9.3 µM; P47898; HTR5A cell line, luminescence; 0.083% of 340,000 active; AID 504634; in the data active = inhibition mostly above about 23%, no sharp cut-off; inactive = mostly below about 18%;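 note: 0% = cells with DMSO and 100% = no-cell wells with DMSO; some compounds called inactive have numbers as strong as hits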
PvdQ acylase – blocks Pseudomonas aeruginosa PvdQ acylase activity; inhibition, % at 10 µM; AID 488965; purified PvdQ acylase, fluorescence plate reader; 0.063% of 340,000 active; in the data active = inhibition above about 30%, passing the limit was not always enough;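 note: 0% = vehicle neutral wells and 100% = reference inhibitor wells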
V-ATPase pH – alters yeast V-ATPase proton transport | response, % at 10 µM | S. cerevisiae, pHLuorin cytosolic pH fluorescence | 0.37% of 350,000 active; in the data active = response mostly above about 7.3%, no sharp cut-off; inactive = mostly below about 5.4%; note: actives read high; inactives centre near 0; some compounds called inactive have numbers as strong as hits; reference of the scale not given here
HTR5A ag – counter-screen for OPRM1-OPRD1 agonists: human HTR5A agonism | 0.61% of 340,000 active | P47898 | HTR5A agonist assay, luminescence, cell-based | activation, % at 9.3 µM | AID 504692; in the data active = activation mostly above about 9.5%, no sharp cut-off; inactive = mostly below about 7.6%;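 note: 0% = cells with vehicle only and 100% = reference agonist; strong numbers were not always called active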
CDK5 p35 inh – inhibitors of human CDK5/p35 kinase | Q00535+Q15078 | Recombinant CDK5/p35, ADP-Glo luminescence, 60 min | inhibition, % at 10 µM | 0.01% of 330,000 active;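 active = highest replicate inhibition of at least 50% and at least 75% of replicates reaching 50%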;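 note: plate controls were DMSO neutral control for no effect and GW8510 at 10 µM for full effect; many of its hits are not listed in these tables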
Target sequence (Q00535 whole entry, looked up): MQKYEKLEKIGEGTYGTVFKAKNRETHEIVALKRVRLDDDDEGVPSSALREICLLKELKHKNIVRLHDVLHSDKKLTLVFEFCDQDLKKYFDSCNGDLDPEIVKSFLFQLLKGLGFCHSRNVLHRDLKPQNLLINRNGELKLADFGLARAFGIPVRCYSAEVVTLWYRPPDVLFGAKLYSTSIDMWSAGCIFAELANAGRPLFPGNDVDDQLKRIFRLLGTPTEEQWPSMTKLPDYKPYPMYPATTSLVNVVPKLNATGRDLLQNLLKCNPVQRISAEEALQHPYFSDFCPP
Target sequence (Q15078 whole entry, looked up): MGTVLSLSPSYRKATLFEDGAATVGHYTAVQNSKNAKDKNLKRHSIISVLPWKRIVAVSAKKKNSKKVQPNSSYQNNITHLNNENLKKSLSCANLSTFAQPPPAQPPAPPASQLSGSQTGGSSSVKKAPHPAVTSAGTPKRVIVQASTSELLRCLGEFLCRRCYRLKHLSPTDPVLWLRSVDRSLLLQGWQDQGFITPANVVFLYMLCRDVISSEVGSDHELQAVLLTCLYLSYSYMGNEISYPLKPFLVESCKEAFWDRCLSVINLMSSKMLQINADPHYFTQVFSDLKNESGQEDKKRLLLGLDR
dFosB act – mouse delta FosB homodimer activation | P13346 | purified delta FosB, TAMRA-CDK5 oligo fluorescence polarization; percent of positive-control signal above neutral wells | activation, % at 25 µM | 0.99% of 340,000 active | AID 493131;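 active = mean activation above about 17%, with every replicate also reaching it, limit read from the data, passing the limit was not always enough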;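 note: fluorescence polarization rise as delta FosB binds a TAMRA Cdk5 AP-1 oligo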
Target sequence (P13346 whole entry, looked up): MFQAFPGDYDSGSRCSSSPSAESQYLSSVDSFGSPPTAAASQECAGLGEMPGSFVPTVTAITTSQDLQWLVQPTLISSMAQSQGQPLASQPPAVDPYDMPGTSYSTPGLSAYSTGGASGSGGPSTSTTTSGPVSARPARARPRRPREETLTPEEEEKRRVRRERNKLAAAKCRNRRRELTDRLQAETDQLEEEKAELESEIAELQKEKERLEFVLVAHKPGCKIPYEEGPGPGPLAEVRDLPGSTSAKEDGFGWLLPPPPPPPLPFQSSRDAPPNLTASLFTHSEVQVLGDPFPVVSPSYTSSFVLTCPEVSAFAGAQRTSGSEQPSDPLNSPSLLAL
Wnt bcat act – activators of Wnt/beta-catenin signaling; 1.2% of 300,000 active; Wnt/beta-catenin reporter cell assay, activator, plate reader; AID 743398; activation, % at 9.35 µM; in the data active = activation above about 30%, passing the limit was not always enough;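 note: 0% = neutral control wells and 100% = positive control wells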
Active calls of the source: *; x = not tested or not shown.

SMILES	NSD2 HMT inh	MITF act	SR-BI DiI inh	HTR5A inv ctr	PvdQ acylase	V-ATPase pH	HTR5A ag	CDK5 p35 inh	dFosB act	Wnt bcat act
Cc1cccc(Nc2nc(N)c([N+](=O)[O-])c(N3CCC(C)CC3)n2)c1	2	4	14	1	1	-5	-1	1.7	13	-12
CC1=C(C(=O)NC2CCCC(C)C2C)C2(CCCCC2)OC1=O (centres undefined)	x	11	-11	-22	-10	0	7	0.1	0	-3
Cc1c(Br)c(=O)[nH]c(=O)n1COCc1ccccc1	-2	-10	-42	-8	-9	-2	-2	1.8	1	x
C[C@@H]1CN([C@H](C)CO)C(=O)c2cc(NC(=O)Cc3cn(C)c4ccccc34)ccc2O[C@H]1CN(C)C(=O)Nc1ccc2c(c1)OCO2	x	-16	2	-2	-4	0	3	0.5	1	0
COc1ccc2c(=O)c(C(=O)NCc3ccccc3)c[nH]c2c1	-2	12	x	8	-13	-3	-2	1.1	-24	4
COC(=O)c1ccccc1OC(=O)c1cc2ccccc2oc1=O	3	16	-7	0	-10	-5	0	0.0	3	1
CC(=O)c1ccc(N2CCN(C(=O)/C=C/c3ccc(S(=O)(=O)NCc4ccco4)cc3)CC2)cc1	-3	-45	88*	-17	-8	0	3	0.7	-11	-1
CCCn1c(=O)c2ccccc2n2c(SCC(=O)c3ccc(CC)cc3)nnc12	3	8	-4	12	-12	4	-5	0.0	-8	2
O=C(Nc1ccnn1C1CCN(C(=O)c2cc(Cl)ccc2F)CC1)C1CCOC1 (centres undefined)	-3	0	-20	-17	-1	-4	-2	0.7	2	1
COc1ccc(NC(=S)N2CCN(C/C=C/c3ccccc3)CC2)c(OC)c1	3	-15	2	-13	-4	12*	3	-2.0	-6	-5
O=C(NCCC1CCCCN1S(=O)(=O)c1ccccc1)C(=O)NCc1ccco1 (centres undefined)	2	-7	-24	-2	-3	5	1	-0.7	-2	-1
COc1ccc(CN2C(=O)c3cccnc3C2=O)cc1S(=O)(=O)N1CC(C)CC(C)C1 (centres undefined)	1	-10	-11	-19	-14	6	3	-6.9	-9	1
CCOc1ccc(C(C)=O)cc1COC(=O)C1=COCCO1	-2	-3	26	1	-13	0	-1	-0.6	-3	x
COc1cc(NC(=O)c2ccccc2)c(OC)cc1NC(=O)Cc1ccc(F)cc1	-4	3	47	-43	-2	1	3	0.3	-6	0
COCCCN=CC1=C(O)CC(c2ccccc2)CC1=O (centres undefined)	4	x	-13	-21	-9	8	5	0.3	1	1
C=CCn1c(C)cc(C(=O)Cn2nc(C(=O)O)c3ccccc3c2=O)c1C	0	48	-4	13	-6	-3	1	-0.8	-4	5
COc1ccc(-c2cc(C(=O)NCCN3CCOCC3)c3ccccc3n2)c(OC)c1	-2	-5	47	7	3	-1	7	-1.1	-13	0
Cc1cccc(N2CC(C(=O)Nc3nnc(SCc4cccnc4)s3)CC2=O)c1 (centres undefined)	x	-8	-2	-3	5	3	1	-1.2	-11	4
Cc1ccc(S(=O)(=O)n2nc(C)cc2C)cc1	-1	x	-3	15	-26	1	6	-0.4	2	-6
COc1ccc(NC(=O)c2[nH]c(C)c(C(C)=O)c2C)cc1S(=O)(=O)Nc1ccc(Br)cc1	-1	-1	x	-2	-6	-4	13*	1.7	13	8
O=C(NC1CCCC1)c1ccc(CS(=O)(=O)c2ccc(Cl)cc2)o1	12	-13	-32	-25	-13	0	-3	-0.6	-7	-2
Cc1ccccc1NC(=O)COC(=O)CCc1nc2ccccc2c(=O)[nH]1	17	-4	x	-15	-13	-1	-4	-2.3	-3	1
CCOC(=O)C[N+]1(C)CCN(C(C)=O)CC1	-1	7	-5	6	-11	3	2	-3.1	2	0
CC(C)SCc1nc2ccccc2[nH]1	38	x	7	-18	-1	1	1	1.9	-1	x
Cc1ccc(NNC(=O)C2CCC2)cc1C	x	-10	-2	-10	-10	0	0	0.4	-2	-3
CC(C)Nc1nc(Oc2ccc(Cl)cc2Cl)cc(C(F)(F)F)n1	-2	x	-14	14	2	3	0	-0.4	3	8
COc1ccc(C(=O)NNC(=O)C2(C)CC2(Br)Br)cc1 (centres undefined)	-3	31	-26	-9	-24	2	2	-11	-2	3
Cn1ncc(Cl)c1C(=O)N1CCN(c2cccc(Cl)c2)CC1	x	8	-2	-23	-8	2	0	-0.9	-6	1
COc1ccc(CNC(=O)CN(c2ccccc2)S(=O)(=O)c2ccccc2[N+](=O)[O-])cc1	3	-12	4	-28	-11	1	0	-5.0	2	1
CN(C(=O)COC(=O)c1cncc(Br)c1)C1CCS(=O)(=O)C1 (centres undefined)	-7	6	-8	-3	-14	1	1	2.0	-5	-2
Cc1nn(CC(=O)c2ccc3c(c2)OCCO3)c(=O)c(C#N)c1C	4	2	1	-9	-11	3	2	-1.7	-11	-2
Cc1ccccc1NC(=O)CCCCC(=O)Nc1ccccc1C	-6	x	-5	-11	-10	-4	3	-0.1	6	-1
Cc1ccc(/C=N/N=C/c2ccc(C)s2)s1	2	29	5	-6	-3	1	4	0.9	-4	x
N#CC1C(C#N)N2CCCN2C1c1ccc(Br)cc1 (centres undefined)	0	-6	-21	-40	4	-7	-4	0.3	-2	-2
Cc1c(-c2ccc(F)cc2)[n+](=O)c2c(n1[O-])CCCCC2	0	24	-23	-21	8	-2	6	-0.2	1	-4
Cc1[nH]c2ccccc2c1C(=O)CSc1ccc(F)cc1	1	41	-5	5	-14	0	5	-4.5	-4	9
O=C(NCc1ccccc1)C1CCC(=O)N(CC2CCCCC2)C1 (centres undefined)	-2	2	-2	-41	-4	-1	2	0.7	-3	2
Cc1[nH]n2c(=O)c3c(nc2c1-c1ccccc1)CCC3	1	x	-2	-16	9	-4	-2	-0.8	-2	x
O=C(C=Cc1ccco1)c1cc(Cl)ccc1O	8	4	-12	-1	45*	-8	0	-0.5	-18	-1
Cc1ccccc1N1CCN(C(=O)[C@@H]2CCCN2C2=NS(=O)(=O)c3ccccc32)CC1	-2	2	30	1	3	-4	0	-0.6	-3	-1
O=S(=O)(/C=C/c1ccccc1)N1CCN(Cc2ccccc2)CC1	0	-5	-11	-20	10	3	2	-0.8	0	-9
COC(=O)c1cccc(NC(=O)CCCOc2ccccc2)c1	-11	x	0	-3	3	-4	3	1.8	-11	5
O=C(Cn1cnc2c(nnn2Cc2ccccc2F)c1=O)NCc1ccco1	2	-20	-7	-20	-7	2	1	0.0	1	x
COc1ccc(NC(=O)CN2CCN(C(=O)c3ccco3)CC2)c(OC)c1	x	3	-16	-16	-17	0	-2	1.3	-1	3
FC(F)(F)c1cc(-c2ccco2)nc(N2CCOCC2)n1	0	17	15	24	-18	1	1	-0.8	-6	-2
C[C@@H](C(=O)NCc1ccccc1)N1C(=O)C2CC=CCC2C1=O (some centres undefined)	x	-14	9	5	15	-6	-2	0.5	-4	x
CC12CC3(C)CC(C)(C1)CC(C(=O)NC(=S)NC(C)(C)C)(C2)C3	-4	2	20	0	-3	-3	-4	-6.2	2	-12
COc1ccc(CCNC(=O)/C(C#N)=C/c2cccc(OCc3ccccc3)c2)cc1OC	2	20	24	-57	-8	2	2	3.4	-1	x

Reprinted from the part before: 3 compounds; new compounds follow.
SMILES	NSD2 HMT inh	MITF act	SR-BI DiI inh	HTR5A inv ctr	PvdQ acylase	V-ATPase pH	HTR5A ag	CDK5 p35 inh	dFosB act	Wnt bcat act
C[C@@H](C(=O)NCc1ccccc1)N1C(=O)C2CC=CCC2C1=O (some centres undefined)	x	-14	9	5	15	-6	-2	0.5	-4	x
CC12CC3(C)CC(C)(C1)CC(C(=O)NC(=S)NC(C)(C)C)(C2)C3	-4	2	20	0	-3	-3	-4	-6.2	2	-12
COc1ccc(CCNC(=O)/C(C#N)=C/c2cccc(OCc3ccccc3)c2)cc1OC	2	20	24	-57	-8	2	2	3.4	-1	x
O=C(c1cc2ccccc2o1)N1CCN(Cc2ccc3c(c2)OCO3)CC1	8	10	7	-11	0	-5	11*	-1.8	-11	0
CC/C(=N\NC(=O)Cc1ccc(Br)cc1)c1cccs1	-1	3	-19	-5	-3	3	0	-0.4	-3	-4
NC(=O)C1CCN(C(=O)/C(=C/c2ccccc2)NC(=O)c2ccccc2)CC1	-1	x	-19	-8	-11	-2	2	-0.9	6	1
C#CCOCCOCCOCCNc1nc(N2CCN(C(=O)Cn3cc(CCCCN)nn3)CC2)nc(N2CCN(C(=O)[C@H]([C@@H](C)CC)n3cc(CCCCN)nn3)CC2)n1	x	-4	-9	12	-11	-2	10	1.6	6	1
CCN1C(=O)CC(C(=O)NC)SC1=Nc1cc(Cl)c(O)c(Cl)c1 (centres undefined)	0	-1	-7	-4	11	4	-2	-1.5	-2	0
O=C(CSc1ccc(-c2ccco2)nn1)Nc1ccc(F)cc1F	4	-5	-5	-10	-10	1	4	-1.7	-4	-3
CC(C)c1cc(C(=O)NNC(=S)NC2CCCCC2)cs1	0	15	-22	-29	10	0	-3	0.2	-11	13
COc1cccc(C(=O)NC2CCN(CC(=O)Nc3nccs3)CC2)c1	2	x	-22	-25	3	0	2	1.8	1	x
CC1CCN(C(=S)c2ccc3c(c2)OCO3)CC1	0	-1	-8	19	-8	-3	-1	1.1	1	x
Nc1c2c(nc3ccccc13)CCCC2=O	2	x	x	6	-15	-1	-5	0.4	11	5
CCOCCCNC(=O)c1cc2cc3cc(OC)ccc3nc2o1	-3	6	12	7	-8	-2	-2	1.1	-23	3
CN(C)CCNC(=O)C(C(=O)c1ccccc1)n1ccccc1=O (centres undefined)	-1	4	-21	14	-4	1	0	-0.8	3	x
CNC(=O)/C(=C\C=C\c1ccccc1)NC(=O)c1ccc([N+](=O)[O-])cc1	-3	-1	3	-19	11	-1	-1	1.1	-10	-3
O=C(Nc1nc(-c2ccccc2)c(-c2ccccc2)s1)c1ccc(S(=O)(=O)N2CCCCC2)cc1	-3	-18	22	31	-1	-3	4	0.5	-8	4
COc1cc(NC(=O)CCN2CCN(C)CC2)cc(OC)c1	10	x	2	4	-22	1	-1	0.4	3	2
COc1ccccc1N(CC(=O)NC1CCCC1)S(=O)(=O)c1ccc(C)cc1	0	0	-6	2	-17	-1	-1	1.1	-12	-3
CC(C)C(C)NC(=O)Cn1cnc2c(oc3ccccc32)c1=O (centres undefined)	-13	7	-16	-8	-6	-3	4	-0.9	-10	13
CCCCCCCCN1[C@@H](CC(=O)OC)c2cc(C(F)(F)F)ccc2S1(=O)=O	x	19	-5	-3	-3	-3	5	1.4	-2	-3
CC(C)(C)C1CCC(=O)N(CCOc2ccccc2)CC1 (centres undefined)	x	70	17	7	-15	-3	-3	-0.3	-4	14
Oc1sc(C=Nc2ccccc2)c2ccccc12	x	40	30	-5	0	2	8	0.3	-13	58*
CCOc1ccc(N(CC(=O)Nc2nccs2)S(=O)(=O)c2c(C)noc2C)cc1	x	-9	7	-10	-11	0	3	-0.4	-6	-3
Cc1ccsc1CNCc1cc(Cl)ccc1O	x	6	-39	21	13	3	-8	0.5	1	3
CC(Sc1nnc2ccccn12)C(=O)Nc1ccc(N2CCOCC2)cc1 (centres undefined)	-4	-3	-6	-19	6	-2	5	2.9	-3	-4
O=C(Nc1ccccc1Br)c1ccc(N2CCCC2=O)cc1	-13	87*	34	-10	-9	3	3	-1.9	3	37*
CCC(=O)c1ccc(N2CCN(C(=O)c3ccc(F)cc3)CC2)c(F)c1	-1	-15	14	-13	-1	-2	5	0.3	-8	-3
